Compound activity as filed in PubChem BioAssay.
Rin1-Abl PPI inh – human Rin1-Abl interaction inhibition; P00519+Q13671; TR-FRET Rin1/Abl binding, biochemical; inhibition, % at 7.35 µM; actives 0.4% (n = 360,000); AID 588664; in the data active = inhibition above about 5%, passing the limit was not always enough
CSN inh – inhibitors of human CSN-mediated cullin deneddylation | actives 0.38% (n = 360,000) | Purified CSN, SCF-Nedd8-OG deneddylation, fluorescence polarization | inhibition, % at 12.5 µM | Q92905;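 active = pattern-corrected inhibition above about 35%, with an unprinted fluorescence ratio check between 0.5 and 1.5, limit read from the data, passing the limit was not always enough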;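 note: 0% = enzyme with substrate and 100% = substrate without enzyme; some results filed as inactive read as strong as hits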
Target sequence (Q92905 whole entry, looked up, one chain of several): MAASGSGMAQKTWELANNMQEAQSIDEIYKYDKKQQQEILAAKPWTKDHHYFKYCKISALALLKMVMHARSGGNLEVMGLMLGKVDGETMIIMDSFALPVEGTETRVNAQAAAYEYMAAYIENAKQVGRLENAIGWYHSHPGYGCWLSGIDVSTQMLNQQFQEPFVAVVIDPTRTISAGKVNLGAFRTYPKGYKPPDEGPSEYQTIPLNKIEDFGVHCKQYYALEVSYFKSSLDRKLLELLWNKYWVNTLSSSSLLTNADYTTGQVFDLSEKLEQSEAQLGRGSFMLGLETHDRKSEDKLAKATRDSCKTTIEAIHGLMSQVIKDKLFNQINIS
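Assay system: Purified human Csn5 enzyme expressed in HEK293T cells | Amount: Enzyme 0.24 nM | Measured by: Fluorescence polarization readout | Medium: Tris/NaCl/DTT buffer, pH 7.5 | Compound dosing: One concentration, 12.5 µM, 0.25% DMSO | Times: 90 min incubation of compound, enzyme and substrate at room temperature | Control set: no-enzyme wells high, enzyme-with-substrate wells low | Read-out: % inhibition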
Neddyl block – blocks human cullin neddylation. P61081+Q13564. TR-FRET cullin neddylation, biochemical. calls only at 25 µM. actives 0.58% (n = 360,000). AID 651699; in the data active = inhibition above about 36%
DNMT1 block – inhibitors of human DNMT1; AID 588458; P26358; DNMT1 molecular beacon, Hinp1I cleavage, fluorescence; actives 0.83% (n = 360,000); inhibition (reported as % activation of signal), % at 10 µM; in the data active = inhibition above about 50%
Rpn11 block – blocks the human proteasome subunit Rpn11; O00487; human 26S proteasome, Ub4-pepOG fluorescence polarization; 20S core pre-blocked with epoxomicin; calls only at 20 µM; actives 0.59% (n = 360,000); AID 588493;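 active = inhibition at 20 µM, scaled to each plate's controls, above about 33%, limit read from the data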
Target sequence (O00487 whole entry, looked up): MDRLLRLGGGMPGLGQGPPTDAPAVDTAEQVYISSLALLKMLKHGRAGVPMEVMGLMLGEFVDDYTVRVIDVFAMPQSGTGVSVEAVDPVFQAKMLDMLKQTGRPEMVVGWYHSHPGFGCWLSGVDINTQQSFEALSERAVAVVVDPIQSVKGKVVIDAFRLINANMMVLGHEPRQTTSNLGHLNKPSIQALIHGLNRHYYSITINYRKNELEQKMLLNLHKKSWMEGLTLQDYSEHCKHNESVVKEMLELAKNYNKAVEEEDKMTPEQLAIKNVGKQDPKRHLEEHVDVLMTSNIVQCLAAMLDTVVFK
Scp1 inh – inhibitors of human Scp-1 phosphatase. Q9GZU7. Recombinant Scp1, phosphopeptide, malachite green phosphate absorbance. inhibition, % at 20 µM. actives 0.88% (n = 340,000);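 active = inhibition above about 50% at 20 µM, limit read from the data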;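 note: plate controls were DMSO wells with enzyme for no effect and wells lacking enzyme for full effect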
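System: truncated SCP-1 phosphatase (76-261aa); medium: Tris acetate buffer pH 5.5 with MgCl2 and Tween-20; incubation: 45 min room-temperature reaction, 5 min colour, 30 min stabiliser; compound: single 20 µM dose, 1% DMSO; reagent: Phosphorylated 17-residue peptide substrate; read-out: % inhibition at 20 µM; technique: colorimetric free-phosphate detection, absorbance 630 nm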
SUMO1-SIM PPI – alters human SUMO1 binding to SIM partners; SUMO1 binding to a labelled peptide, TR-FRET, 1 h; inhibition, % at 20 µM; actives 0.33% (n = 360,000); in the data active = inhibition above about 37%
Target sequence (P63165 whole entry, looked up): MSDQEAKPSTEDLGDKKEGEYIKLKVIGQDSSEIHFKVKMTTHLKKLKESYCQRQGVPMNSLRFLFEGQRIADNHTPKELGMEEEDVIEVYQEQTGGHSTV
STEP block – blocks human striatal-enriched tyrosine phosphatase | inhibition, % at 20 µM | actives 0.25% (n = 360,000) | recombinant STEP, OMFP fluorogenic substrate, fluorescence | P54829 | AID 588621;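 active = inhibition at 20 µM, scaled per plate between control wells, above about 37%, limit read from the data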;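 note: 0% = DMSO with enzyme and substrate and 100% = substrate only without enzyme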
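material = STEP tyrosine phosphatase | reagent = fluorogenic phosphatase substrate OMFP at 25 µM final | doses = single compound dose of 20 µM, 1% DMSO final | schedule = 20 min reaction, room temperature, in the dark | measured by = fluorescence, 480/540 nm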
NadD inh – inhibitors of Staphylococcus aureus NadD. actives 0.78% (n = 360,000). AID 602399. inhibition, % at 20 µM. purified NadD enzyme, colorimetric absorbance read-out; in the data active = inhibition above about 26%; note: some compounds past the cut are filed as inactive
LMPTP inh – LMPTP (human) inhibition | P24666 | actives 0.22% (n = 360,000) | inhibition, % at 20 µM | recombinant LMPTP-A, OMFP fluorogenic substrate, fluorescence intensity;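 active = compounds that cut the enzyme signal by at least half of the control window in the single-dose screen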;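 note: plate controls were DMSO wells with enzyme plus substrate for no effect and substrate without enzyme for full effect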
Target sequence (P24666 whole entry, looked up): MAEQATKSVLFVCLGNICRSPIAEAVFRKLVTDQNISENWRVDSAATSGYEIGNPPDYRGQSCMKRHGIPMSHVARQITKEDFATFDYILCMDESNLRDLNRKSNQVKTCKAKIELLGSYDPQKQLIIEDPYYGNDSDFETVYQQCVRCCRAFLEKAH
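Assay system: LMPTP-A phosphatase enzyme | Input: 0.625 nM enzyme | Also added: Fluorogenic phosphatase substrate OMFP at 400 µM final | Compound dosing: One test concentration per compound, 20 µM, with 3% DMSO overall | Schedule: 50 min enzyme reaction at room temperature, protected from light | Signal: Fluorescence intensity | Benchmarks: no-enzyme and uninhibited controls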
* hit, by the source's call; i = inactive; . = no result given; + = active, no number. No enrichment for hits (roughly 3.8% active in at least one column).

Rin1-Abl PPI inh | CSN inh | Neddyl block | DNMT1 block | Rpn11 block | Scp1 inh | SUMO1-SIM PPI | STEP block | NadD inh | LMPTP inh | SMILES
4 | -4 | i | 0 | i | -1 | -1 | -1 | -6 | -1.0 | CCC(Oc1ccccc1)C(=O)Nc1nnc(C)s1 (stereo not drawn)
3 | 2 | i | -7 | i | -6 | -5 | -10 | 0 | 1.1 | O=C1CC(Nc2ccc3ccccc3c2)C(=O)N1Cc1ccccc1 (stereo not drawn)
1 | 1 | i | -2 | i | -2 | -4 | -2 | 1 | -1.7 | CCOC(=O)C(NC(C)=O)C(OC(C)=O)c1cccc(N(CCO)CCO)c1 (stereo not drawn)
1 | 0 | i | 1 | i | -5 | 1 | 12 | 1 | -1.3 | CCCn1c(=O)[nH]c(=O)c2c1nc(-c1ccc(OC)c(Br)c1)n2CCOC
5 | 4 | i | -2 | i | 9 | 15 | -2 | 46* | 47 | CC(C)c1ccc(NC(=O)COc2ccc(S(=O)(=O)N3CCOCC3)cc2)cc1
0 | 1 | i | 1 | i | . | 4 | 0 | -5 | -1.8 | O=C(c1[nH]c(C(F)(F)F)nc1-c1ccccc1)N1CCOCC1
1 | 2 | . | 3 | i | 5 | -2 | 0 | -4 | 0.5 | CC(C)(C)c1cc(=O)n2c(C#N)c(C#N)nc2[nH]1
-3 | -6 | i | -5 | i | -12 | -3 | 3 | -12 | -0.5 | CCOC(=O)N1CCN(C(=O)c2ccc(Cn3c(=S)[nH]c4cc(OCC)c(OCC)cc4c3=O)cc2)CC1
1 | -1 | i | -3 | i | 2 | 1 | 4 | 3 | 1.6 | Cc1ccc(C(=O)NC2CC3CCCC(C2)N3C(=S)NCc2ccco2)cc1 (stereo not drawn)
-5 | -2 | i | 20 | i | 3 | -25 | 0 | -9 | 2.3 | OCCCN=c1cc(-c2ccccc2)oc2ccc(Cl)cc12
4 | -1 | i | 0 | i | 2 | 0 | -2 | -2 | 2.5 | Oc1ccc(-c2cn3c(n2)SCC3)cc1
-1 | -4 | i | 0 | i | -8 | 24 | -3 | -1 | -1.0 | Cc1ccc2c(c1)C1CC(C)(O2)N(c2cccc(C(=O)NCc3ccccn3)c2)C(=O)N1 (stereo not drawn)
3 | -8 | i | -3 | i | 4 | 0 | -2 | -10 | 0.4 | COc1cccc(CN(C)C(=O)CCc2nnc(-c3ccsc3)o2)c1
3 | 1 | i | 0 | i | -1 | -1 | 0 | 1 | -0.5 | COc1ccccc1N1CCN(C(=O)c2c(-c3ccccc3)noc2C)CC1
0 | 6 | i | 3 | i | -13 | -11 | -8 | 1 | 2.9 | Cc1ccc(C=C2C(=O)c3ccccc3C2=O)s1
-1 | -5 | i | 0 | i | -8 | -1 | 1 | 0 | 0.0 | COc1ccc(C(=O)NCC(=O)N2CCC(Cc3ccccc3)CC2)cc1OC
-5 | -2 | i | -1 | i | 3 | 3 | 0 | 1 | -0.5 | COc1ccc(S(=O)(=O)NCCc2ccccc2)cc1
3 | -2 | i | 4 | i | -3 | 5 | -3 | 0 | -1.7 | CN(C)C1=NCCN1CCCC1CCCCC1
2 | 5 | i | 0 | i | -2 | -1 | 83* | -3 | 0.1 | CN1CCN(C(=S)c2ccc(N(C)C)cc2)CC1
5 | -19 | i | -2 | i | 3 | 1 | 3 | 15 | 2.2 | Nc1nc(N)c2ncc(C(=O)CCc3ccccc3)nc2n1
2 | -7 | i | 0 | i | -11 | 1 | -2 | -6 | -0.8 | O=S(=O)(c1ccccc1)C1Cc2ccccc2C1Cl (stereo not drawn)
2 | -3 | i | 1 | i | -2 | -6 | 3 | 0 | -1.7 | CC(C)OC(=O)CSc1nnc(-c2cnccn2)n1C
-1 | 35* | i | 58* | + | 52* | 17 | 24 | 39* | 23 | Cc1cc(C)c2nc(N3C(=O)C(O)=C(C(=O)c4ccco4)C3c3ccco3)sc2c1 (stereo not drawn)
-2 | 1 | i | -5 | i | -5 | 3 | 3 | -3 | -0.3 | COc1ccccc1N1CCN(C(CNS(C)(=O)=O)c2cccnc2)CC1 (stereo not drawn)
-1 | -5 | i | -4 | i | -5 | 10 | -4 | 0 | -0.7 | COc1cccc(C(=O)OCC(=O)c2c(N)n(C)c(=O)n(C)c2=O)c1
-3 | 0 | i | 0 | i | -11 | 0 | 0 | -1 | 0.3 | O=C(CSc1ncccn1)NC(=O)NCc1ccccc1
2 | 2 | i | 44 | i | -6 | 4 | 6 | 8 | 1.2 | Cc1cc(C(=O)COC(=O)c2ccncc2)c(C)n1CCc1ccc(F)cc1
5 | 1 | i | -12 | i | -10 | -137 | -2 | 1 | -8.7 | COc1ccc(CCN(C)C(=O)c2ccc(COc3ccccc3)o2)cc1OC
0 | -3 | i | 3 | i | -8 | -19 | 5 | 4 | -7.8 | Cc1ccsc1C(=O)N1CCN(c2ncc(C(F)(F)F)cc2Cl)CC1
0 | 0 | i | 8 | i | -5 | 7 | -3 | -2 | 0.0 | CCNC(=O)c1ccc(C2SCC(=O)N2CCc2ccccc2)cc1 (stereo not drawn)

Exported field by field: four of the compounds above.
compound: CCC(Oc1ccccc1)C(=O)Nc1nnc(C)s1 (stereo not drawn)
  Rin1-Abl PPI inh = 4 | CSN inh = -4 | Neddyl block = i | DNMT1 block = 0 | Rpn11 block = i | Scp1 inh = -1 | SUMO1-SIM PPI = -1 | STEP block = -1 | NadD inh = -6 | LMPTP inh = -1.0
compound: Cc1ccc2c(c1)C1CC(C)(O2)N(c2cccc(C(=O)NCc3ccccn3)c2)C(=O)N1 (stereo not drawn)
  Rin1-Abl PPI inh = -1 | CSN inh = -4 | Neddyl block = i | DNMT1 block = 0 | Rpn11 block = i | Scp1 inh = -8 | SUMO1-SIM PPI = 24 | STEP block = -3 | NadD inh = -1 | LMPTP inh = -1.0
compound: Nc1nc(N)c2ncc(C(=O)CCc3ccccc3)nc2n1
  Rin1-Abl PPI inh = 5 | CSN inh = -19 | Neddyl block = i | DNMT1 block = -2 | Rpn11 block = i | Scp1 inh = 3 | SUMO1-SIM PPI = 1 | STEP block = 3 | NadD inh = 15 | LMPTP inh = 2.2
compound: Cc1cc(C(=O)COC(=O)c2ccncc2)c(C)n1CCc1ccc(F)cc1
  Rin1-Abl PPI inh = 2 | CSN inh = 2 | Neddyl block = i | DNMT1 block = 44 | Rpn11 block = i | Scp1 inh = -6 | SUMO1-SIM PPI = 4 | STEP block = 6 | NadD inh = 8 | LMPTP inh = 1.2

Later entries:
Rin1-Abl PPI inh | CSN inh | Neddyl block | DNMT1 block | Rpn11 block | Scp1 inh | SUMO1-SIM PPI | STEP block | NadD inh | LMPTP inh | SMILES
-1 | -1 | i | 1 | i | -7 | 1 | -3 | -2 | -1.6 | CCOc1ccc(C(=O)Nn2cnnc2)cc1OCC
0 | 1 | i | -5 | i | -8 | -29 | -2 | 1 | 0.6 | CCCN(CC(=O)Nc1ccccc1C)C(=O)COC(=O)CSc1ccc([N+](=O)[O-])cc1
2 | -3 | i | 3 | i | -8 | -10 | 3 | -6 | -0.3 | O=C(O)CNC(=O)c1ccc(NC(=O)/C(=C/c2ccccc2)NC(=O)c2ccccc2Br)cc1
-1 | -5 | i | -6 | i | -3 | 0 | -2 | 1 | 0.0 | O=C(NC1CCS(=O)(=O)C1)C1C2CC3CC(C2)CC1C3 (stereo not drawn)
0 | 2 | i | -1 | i | -6 | -7 | -2 | -3 | 1.2 | Cc1nn(C)c(Cl)c1CN1CCCC(CO)(Cc2cccc(Cl)c2)C1 (stereo not drawn)
-2 | -22 | i | -1 | i | -5 | 0 | -1 | -5 | 0.2 | CC(NC(=O)Nc1ccccc1)C(c1ccccc1)N1CCOCC1 (stereo not drawn)
2 | -12 | i | 1 | i | -3 | 0 | 1 | -6 | -1.4 | CCOc1cc(C)c(Cl)cc1S(=O)(=O)NCCOC
2 | -2 | i | 1 | i | 5 | -4 | 1 | -2 | -0.2 | CC(C)(C)N(Cc1ccccc1)C(=O)COC(=O)[C@@H]1CCCN1C(=O)c1cccs1
-2 | 1 | i | -3 | i | -8 | 2 | -2 | -1 | 1.8 | CN(c1ccccc1)C1CCCCC1NS(=O)(=O)c1ccc(Cl)cc1 (stereo not drawn)
-3 | -2 | i | 8 | i | -2 | 1 | 4 | -5 | -0.1 | Cc1ccc(CN2C3CCCC2CC(NC(=O)c2ccc(F)cc2)C3)cc1 (stereo not drawn)
. | -5 | i | . | . | . | 2 | . | -1 | 1.7 | C[C@H](c1ccccc1)N1C[C@@H](COCc2ccccc2)Oc2cc(N3CCC[C@@H]3CO)ccc2S1(=O)=O
-1 | -6 | i | 3 | i | -14 | 2 | 1 | 4 | 0.4 | FC(F)(F)c1nnc2ccc(N3CCN(c4ccccc4)CC3)nn12
5 | 10 | i | 11 | i | 39 | -6 | 2 | 6 | 16 | C=CCn1c(SCC(=O)c2ccc(O)c(O)c2)nnc1-c1ccc(OC)cc1
-3 | 3 | i | -3 | i | -8 | -4 | -2 | 2 | 3.4 | O=C(Nc1ccc(S(=O)(=O)NCc2ccccc2)cc1)Nc1ccc2c(c1)OCO2
3 | -1 | i | 41 | i | -8 | 15 | -2 | 2 | 1.8 | Nc1c2c(=O)[nH]c(O)cc2nn1-c1ccccc1
-1 | 7 | . | 3 | i | -3 | 1 | 1 | -1 | 1.2 | CC1(C)Cc2nc3sc4c(N(CCO)CCO)ncnc4c3cc2CO1
-1 | 4 | i | -6 | i | -11 | -9 | -3 | 1 | 0.2 | COc1ccc(OCC(=O)N/N=C(\C)CC(=O)Nc2cccc([N+](=O)[O-])c2)cc1
1 | 0 | i | -1 | i | -1 | -6 | -1 | 5 | -0.5 | COc1ccc(N2CCN(C(=O)C3=NNC(=O)CC3)CC2)cc1
2 | 2 | i | 0 | i | -18 | 3 | -1 | -7 | 1.1 | Cc1ccc(N(CC(=O)NCCSCc2ccco2)S(=O)(=O)c2ccc(F)cc2)cc1
-3 | -4 | i | -2 | i | -3 | -1 | 0 | -5 | -0.8 | COc1ccc(NC(=O)COC(=O)c2ccc(F)cc2F)cc1

3 of the compounds above, with each value named.
CCCN(CC(=O)Nc1ccccc1C)C(=O)COC(=O)CSc1ccc([N+](=O)[O-])cc1
  Rin1-Abl PPI inh: 0; CSN inh: 1; Neddyl block: i; DNMT1 block: -5; Rpn11 block: i; Scp1 inh: -8; SUMO1-SIM PPI: -29; STEP block: -2; NadD inh: 1; LMPTP inh: 0.6
O=C(O)CNC(=O)c1ccc(NC(=O)/C(=C/c2ccccc2)NC(=O)c2ccccc2Br)cc1
  Rin1-Abl PPI inh: 2; CSN inh: -3; Neddyl block: i; DNMT1 block: 3; Rpn11 block: i; Scp1 inh: -8; SUMO1-SIM PPI: -10; STEP block: 3; NadD inh: -6; LMPTP inh: -0.3
O=C(NC1CCS(=O)(=O)C1)C1C2CC3CC(C2)CC1C3 (stereo not drawn)
  Rin1-Abl PPI inh: -1; CSN inh: -5; Neddyl block: i; DNMT1 block: -6; Rpn11 block: i; Scp1 inh: -3; SUMO1-SIM PPI: 0; STEP block: -2; NadD inh: 1; LMPTP inh: 0.0
